# Compound activity from PubChem BioAssay.
# ATXN2 expr inh – ATXN2 expression inhibition. HEK-293 ATXN2-luciferase reporter, luminescence, 24 h. Potency, µM (top dose mostly 57 µM), for the others: at the top dose activity change, negative = inhibition, actives largely listed as inhibitors. 360,000 tested, 0.72% active; also: potency is read from the fitted curve at half-maximal effect; % is scaled to controls: 0 for no effect and ±100 for the full control effect; nearly all actives have a fitted effect of over 55% in size
#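 qHTS (up to 57 uM final) was run with 24 h compound exposure of reporter cells at 37 °C. Each well was multiplexed: SteadyGlo luminescence measured ATXN2-luciferase expression after a fluorogenic Gly-Phe-AFC viability readout (25 uM final).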
# Nrf2 ARE act – Nrf2 pathway activation; AREc32 ARE-luciferase reporter (MCF7-derived line), luminescence, 24 h; Potency, µM (highest dose often 46.1 µM), inactives show top-dose activation, actives largely listed as activators; 410,000 tested, 0.31% active; AID 624171; also: potency is read from the fitted curve at half-maximal effect; % of control where 0% means no effect; nearly all actives have a fitted effect of over 65% in size
#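 Reporter line AREc32 (ARE-Fluc), seeded overnight in OPTI-MEM with 5% FBS; compound pin-transferred, 24 hr at 37 deg C, 5% CO2; luminescent read-out.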
# HepG2 tox – counter-screen for TGF-b inhibitors: cytotoxicity in HepG2 cells. HepG2 CAGA-GFP viability, ATP luminescence, 18 h. Potency, µM (series often up to 46.1 µM), without a hit: at the top dose activity change, negative = cytotoxicity, most hits filed as cytotoxic. 410,000 tested, 0.76% active. AID 588856; also: potency is read from the fitted curve at half-maximal effect; some results filed as inactive show a strong effect at the top dose
#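 CellTiter-Glo luminescence gave cytotoxicity after 18 hours at 37 degrees C. The cells were HepG2 CAGA-GFP in 1% FBS DMEM, stimulated with 500 pg/mL TGF-beta after compound addition. %Activity was normalised to no-cell wells (complete cell-killing) and DMSO (no toxicity), and curves were fitted and classified.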
# IL-2 act – activates IL-2 in a cell-based reporter assay | IL-2 activation reporter assay, cell-based qHTS; stimulated with anti-CD3/CD4/CD28 beads; in transgenic mouse T cells | 360,000 tested, 0.065% active | AID 652025 | activation, % (series mostly up to about 46 µM); in the data active = activation above about 50%; inconclusive = mostly about 30% to 49%; also: 0% is about no effect
#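 Unstimulated transgenic mouse T cells; 60-min compound exposure; bead-based TCR/CD4/CD28 stimulation; 18 h culture, 37 degrees C; dual fluorescence (EGFP, DsRed) plate cytometry.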
# Nrf2 inh – Nrf2 pathway inhibition; A549 ARE-Fluc reporter, luciferase luminescence, 18-24 h; Potency, µM (titrated, usually from 46 µM), for the others: top-dose activity change, negative = inhibition, hits mostly inhibitors; 360,000 tested, 2.1% active; also: potency is read from the fitted curve at half-maximal effect; % is scaled to controls: 0 for no effect and ±100 for the full control effect; nearly all actives have a fitted effect of over 60% in size
#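 Two sequential reads on A549 ARE_Fluc cells exposed to compound for 18-24 h: a CellTiter-Fluor fluorescence read for viability, then a luciferase luminescence read for Nrf2/ARE activity.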
# A549 tox – A549 cytotoxicity, counter-screen for Nrf2 inhibitors | A549 ARE-Fluc cells, CellTiter-Fluor viability, 18-24 h | Potency, µM (highest dose often 46 µM), inactives show top-dose activity change, negative = cytotoxicity, usual class: inhibitors | 390,000 tested, 0.16% active; also: potency is read from the fitted curve at half-maximal effect; % is scaled to controls: 0 for no effect and ±100 for the full control effect
#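 Cytotoxicity counterscreen: CellTiter-Fluor fluorescence was measured in A549 ARE_Fluc cells after 18-24 h of compound exposure in a concentration series. The subsequent BugLite luminescent read reports ARE-luciferase activity.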
# S2 tox – viability counter-screen for ATXN expression inhibitors. S2 cells (HEK-293 line with an ATXN2-luciferase reporter) viability, CellTiter-Fluor protease fluorescence, 24 h. Potency, µM (titrated, usually from 56.7 µM), most hits filed as cytotoxic. 400,000 tested, 0.49% active. AID 651635; also: potency is read from the fitted curve at half-maximal effect; nearly all actives have a fitted effect of over 40% in size
# TGFb inhibitor – blocks TGF-b signaling | HepG2 CAGA-GFP TGF-b/SMAD3 reporter, GFP fluorescence, 18 h; TGF-beta stimulated, 500 pg/mL final | Potency, µM (series often up to 46.1 µM), inactives show at the highest dose activity, negative = inhibition, actives largely listed as inhibitors | 410,000 tested, 1.2% active | AID 588855; also: potency is read from the fitted curve at half-maximal effect; % is scaled to controls: 0 for no effect and ±100 for the full control effect; nearly all actives have a fitted effect of over 65% in size
#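 HEPG2 CAGA-GFP, 1000 cells/well; 2 h settle, 37 C; cpd via pin tool; TGF-b 500 pg/mL final; 18 h, 37 C; GFP imaging ex488/em500-530; %Activity normalised to -TGF-b and +DMSO controls; CRC fit, curve class.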
# EPAC2 agonist – EPAC2 (human) agonism; Potency, µM (doses to about 154 µM), without a hit: at the highest dose activation, usual class: activators; EPAC2 activation, biochemical qHTS; response scale: 100% = 6.5 mM cAMP response; Q8WZA2; AID 720711; 360,000 tested, 0.079% active; also: potency is read from the fitted curve at half-maximal effect; nearly all actives have a fitted effect of over 50% in size
# Target sequence (Q8WZA2 whole entry, looked up): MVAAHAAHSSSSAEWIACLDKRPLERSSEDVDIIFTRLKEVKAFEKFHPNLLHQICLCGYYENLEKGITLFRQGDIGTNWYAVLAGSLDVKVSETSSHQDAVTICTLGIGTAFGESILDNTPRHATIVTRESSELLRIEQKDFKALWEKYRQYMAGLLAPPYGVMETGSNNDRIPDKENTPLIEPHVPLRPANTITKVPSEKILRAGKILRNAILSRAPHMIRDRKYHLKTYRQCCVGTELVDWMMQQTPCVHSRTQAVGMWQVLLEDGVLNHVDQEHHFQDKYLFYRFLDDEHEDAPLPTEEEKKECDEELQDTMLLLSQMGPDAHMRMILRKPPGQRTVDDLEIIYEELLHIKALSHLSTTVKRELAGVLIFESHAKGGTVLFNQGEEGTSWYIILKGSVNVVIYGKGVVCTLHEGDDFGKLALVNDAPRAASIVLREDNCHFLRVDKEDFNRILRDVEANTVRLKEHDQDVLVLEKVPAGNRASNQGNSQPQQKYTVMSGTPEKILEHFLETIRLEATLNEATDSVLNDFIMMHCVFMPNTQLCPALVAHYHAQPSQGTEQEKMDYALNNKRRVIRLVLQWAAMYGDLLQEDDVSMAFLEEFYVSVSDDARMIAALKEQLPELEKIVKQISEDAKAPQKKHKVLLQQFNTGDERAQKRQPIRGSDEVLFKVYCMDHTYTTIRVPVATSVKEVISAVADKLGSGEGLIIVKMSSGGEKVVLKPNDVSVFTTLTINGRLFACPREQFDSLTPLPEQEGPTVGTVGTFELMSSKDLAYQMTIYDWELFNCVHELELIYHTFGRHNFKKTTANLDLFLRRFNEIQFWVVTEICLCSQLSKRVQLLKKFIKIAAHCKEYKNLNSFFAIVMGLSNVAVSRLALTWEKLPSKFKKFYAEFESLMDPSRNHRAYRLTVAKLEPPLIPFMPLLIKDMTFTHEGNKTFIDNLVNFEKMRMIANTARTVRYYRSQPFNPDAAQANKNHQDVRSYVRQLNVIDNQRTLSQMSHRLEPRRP
#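 qHTS, titration series. 100 nM EPAC2 / 250 nM Rap1B-BODIPY-GDP / 50 uM GDP; RT; ex 480/em 540 nm, 5-min reads to 30 min. Norm. to 6.5 mM cAMP = activation.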
# Numbers without * were called inactive; i = inactive; ? = inconclusive; nt = not tested or not shown; & = joins results of further samples; [ ] = another dose, or the depositor's remark. Unless noted, calls follow the shape of the dose curve; as a rule, active = well fitted curve in the direction sought with a large enough effect; inconclusive = small, poorly fitted or top-dose-only effect, or another doubt; inactive = no such curve, though single readings can be large; an effect the other way counts as inactive or inconclusive. No enrichment for hits. About 4.3% of those tested had a hit in this group.
SMILES,ATXN2 expr inh,Nrf2 ARE act,HepG2 tox,IL-2 act,Nrf2 inh,A549 tox,S2 tox,TGFb inhibitor,EPAC2 agonist
CS(=O)(=O)N(CC(=O)Nc1ccccc1C(=O)N1CCCC1)c1ccccc1Br,3%,0.1%,6%,1.5,-6%,-1%,i,3%,2%
CCc1nc2ccc(C(=O)NCc3ccccc3OC)cn2c1N(C)Cc1ccc(OC)cc1,?,-0.1%,-34%,-0.8,nt,nt,nt,?,4%
N#CCCN(C(=O)CSc1nnc(-c2ccncc2)n1C1CC1)c1ccccc1,-6%,0.3%,2%,-0.2,1%,-4%,i,-6%,0%
Cc1ccc(NC(=O)C2C3C=CC(O3)C2C(=O)O)cc1C (centres undefined),-11%[2.22 µM],3.1%,-2%,0.7,15%,0%,?,9%,0%
CCCN(CCC)S(=O)(=O)c1ccc(N2CCCCS2(=O)=O)cc1,5%,0.3%,1%,nt,nt,0%,i,-10%,nt
CN(CCc1ccccc1)C(=O)c1ccc(NC(=O)Cc2ccc(NC(=O)C3CCCN(C(=O)C4CCC4)C3)cc2)cc1 (centres undefined),-8%,5.8%,-1%,1.1,?,-12%,i,?,0%
Cc1ccc(S(=O)(=O)/C(C#N)=C/c2c(N3CC(C)OC(C)C3)nc3c(C)cccn3c2=O)cc1 (centres undefined),nt,-0.4%,-3%,0.8,-17%,-12%,nt,2%,6%
CCc1cc2c(=O)c(-c3nc(C)cs3)coc2cc1OC(C)C(=O)NCCO (centres undefined),4%,0.1%,1%,0.4,13µM*,-1%,i,-22%,5%
C#CCOCCOCCOCCNc1nc(N2CCN(C(=O)C([C@@H](C)O)n3cc([C@@H](N)CCCCN)nn3)CC2)nc(N2CCN(C(=O)[C@H](CCCCN)n3cc([C@@H](N)[C@H](C)CC)nn3)CC2)n1 (some centres undefined),-7%,-0.3%,-32%,0.3,16%,-1%,i,-14%,9%
CC(=O)c1cccc(NC(=O)c2ccc(C)o2)c1,nt,6.2%,-18%,-0.7,9%,-9%,i,21%,1%
COc1cc(C(O)c2nc(-c3ccccc3OC)cs2)ccc1F (centres undefined),0%,3.6%,-27%,-0.1,nt,nt,i,1%,11%
O=C(NCCCN1CCN(c2ccccc2)CC1)Nc1ccccc1C(F)(F)F,4%,0.4%,-19%,3.7,nt,1%,?,-26%,1%
NC1=NC(=O)C(Cc2ccc(Br)cc2)S1 (centres undefined),nt,-0.2%,0%,-0.2,0%,3%,nt,-7%,1%
CCN(CC)C(=O)Cn1cc(SCC(=O)Nc2ccccc2C)c2ccccc21,-6%,-1.2%,-23%,nt,4%,-4%,i,?,nt
O=C(Oc1ccc(-c2nc(-c3ccccn3)no2)cc1)c1ccccc1,?,-1.0%,5µM*,-2.1,?,0%,i,-14%,4%
NNC(=O)Cn1c(-c2ccccc2)cc(=O)n2ncnc12,0%,0.5%,-51%,-2.7,9%,2%,i,0%,11%
CC1(C)[C@H]2CC[C@]1(C)[C@@H](OC(=O)C[N+]1(C)CCOCC1)C2,-10%,0.3%,-38%,-2.7,2%,0%,i,-12%,5%
COc1ccc(C(CNC(=O)Cc2cccs2)N(C)C)cc1 (centres undefined),25%,1.9%,8%,0.9,-12%,1%,i,0%,8%
Nc1nc(-c2cccs2)c(NC(=O)c2ccccc2)s1,?,-1.4%,-74%,-3.5,-16%,-11%,22µM*,?,2%
O=C(O)c1ccc(NC(=S)NC(=O)c2cccnc2)cc1,2%,0.0%[9.22 µM],2%,-1.4,8%,-4%,?,1%,4%
c1ccc2[nH]c(Cn3nnc4ccccc43)nc2c1,3%,-0.2%,-14%,1.9,2%,0%,i,-1%,5%
CC(C)CN(C(=O)COC(=O)c1ccccc1SCC(=O)NC1CCCCCC1)C1CCS(=O)(=O)C1 (centres undefined),1%,0.5%,4%,0.5,2%,-4%,?,-10%,-8%
CCC(C)N1C(=O)C2C(C(=O)Nc3cccc(OC)c3)C3C=CC2(O3)C1C(=O)NC1CCCCC1C (centres undefined),-5%,-0.6%,-7%,-0.6,7%,2%,?,3%,2%
CC1=NN(C(=O)c2ccccc2Br)C(O)(c2ccc(Cl)cc2)C1 (centres undefined),nt,-0.2%,-53%,0.3,-13%,0%,i,?,3%

# Molecules listed so far containing an aryl thioether with sulfur outside any ring, in the order listed:
SMILES,ATXN2 expr inh,Nrf2 ARE act,HepG2 tox,IL-2 act,Nrf2 inh,A549 tox,S2 tox,TGFb inhibitor,EPAC2 agonist
N#CCCN(C(=O)CSc1nnc(-c2ccncc2)n1C1CC1)c1ccccc1,-6%,0.3%,2%,-0.2,1%,-4%,i,-6%,0%
CCN(CC)C(=O)Cn1cc(SCC(=O)Nc2ccccc2C)c2ccccc21,-6%,-1.2%,-23%,nt,4%,-4%,i,?,nt
CC(C)CN(C(=O)COC(=O)c1ccccc1SCC(=O)NC1CCCCCC1)C1CCS(=O)(=O)C1 (centres undefined),1%,0.5%,4%,0.5,2%,-4%,?,-10%,-8%

# The results go on:
SMILES,ATXN2 expr inh,Nrf2 ARE act,HepG2 tox,IL-2 act,Nrf2 inh,A549 tox,S2 tox,TGFb inhibitor,EPAC2 agonist
CC(C)NC(=O)CN1C(=O)c2cccc3cccc1c23,-2%,0.2%[9.22 µM],-3%,-0.4,1%,2%,i,13%,1%
CCCN1CNc2c(c(=O)[nH]c(=S)n2-c2ccc(Cl)cc2)C1,-7%,-0.8%,4%,-2.5,0%,1%,i,?,?
COc1ccccc1NC(=O)CSc1nc2n[nH]c(C)c2c(=N)n1-c1ccccc1Cl,?,0.5%,-16%,-3.1,13µM*,-10%,i,-30%,14%
CC(=O)N1CCCc2cc(S(=O)(=O)NC(C(=O)NC(C)c3ccccc3)C(C)C)ccc21 (centres undefined),nt,-1.0%,-2%,-1.3,-3%,-6%,nt,-4%,-6%
CN(C(=O)COC(=O)c1ccccc1SCC(=O)NC1CCCCCCC1)C1CCS(=O)(=O)C1 (centres undefined),13%,0.4%,4%,-1.0,22%,2%,i,0%,-9%
Cc1cc(=O)oc2c1c(C(F)(F)F)nn2-c1ccccc1,nt,0.3%,-37%,0.1,-18%,-7%,i,?,1%
CCCN1CCC(=O)N(CCSc2ccccc2)CC1,12%,-0.6%,-3%&-2%,0.3,?,5%,i,9%&-26%,9%
CCOCCCN(C(=O)Cn1nnc(-c2ccc(C)o2)n1)C(C(=O)NC1CCCC1)c1ccco1 (centres undefined),16%,0.1%,-9%,0.0,-27%,-8%,i,-7%,4%
COc1ccc(N(Cc2ccccc2)C(=O)c2nc(S(C)(=O)=O)ncc2Cl)cc1,nt,?,-109%,nt,nt,?,nt,2µM*,nt
Cc1ccc(C(=O)COC(=O)C2CC3CCCC(C2)C3=O)cc1[N+](=O)[O-] (centres undefined),3%,0.0%,-18%,4.8,-2%,5%,i,4%,12%
CNC(C)C(=O)NC(C(=O)N1CCCC1C(=O)NC1CCCc2ccccc21)C(C)C (centres undefined),9%,0.2%,-1%,0.2,?,-2%,i,2%,-3%
CCCOc1cccc(-c2cc(C(=O)N/N=C/c3cccnc3)c3ccccc3n2)c1,24%,5.9%,5%,1.9,?,0%,i,?,28%
O=C1CC(C(=O)Nc2cccc(F)c2)n2ncnc2N1 (centres undefined),-16%,0.4%,6%,1.2,-2%,0%,i,0%,15%
O=C(CCc1ccccc1)NNC(=O)COc1ccccc1,-4%,-0.8%,-7%,1.1,1%,0%,i,-6%,6%
Cc1occc1C(=O)NCc1ccc(C(=O)O)o1,-6%,-0.8%,-24%,-0.4,8%,4%,i,0%,8%
CC(=O)NCc1ccc(-c2nc3ccccc3s2)cc1,nt,1.8%,-60%,1.9,4%,0%,i,-1%,7%
CCOCCCNC(=O)C1CCCN(Cc2nc(-c3ccc(CC)cc3)oc2C)C1 (centres undefined),-17%,9.0%,-52%,nt,-23%,-16%,i,?,nt
Cc1ccc2oc3c(c(=O)c2c1)C(c1cccc(Br)c1)N(Cc1ccco1)C3=O (centres undefined),-8%,0.2%,11%,-0.7,?,-1%,i,-1%,2%
COC(=O)c1cc2oc(C)cc2n1CC(=O)Nc1ccc(OC)c(OC)c1,14%,0.5%,-1%,nt,11%,5%,i,-4%,nt
O=C(/C=C/c1ccco1)NC(=S)Nc1ccc(O)c(-c2nc3ccccc3s2)c1,?,20%,-31%,-0.4,?,?,?,-18%,16%
O=C(CSc1nc2ccccc2c(=O)n1CCCN1CCOCC1)N1CCN(c2ccccc2)CC1,-15%,0.2%,0%,0.5,?,1%,i,-3%,4%
CNC(=O)c1sccc1SCc1ccc(Cl)cc1Cl,-20%,3.6%,-20%,0.4,?,14%,i,?,3%
COc1ccccc1N1CCN(C(=O)Cc2ccc(Cl)cc2)CC1,16%,6.1%,-27%,2.1,?,15%,i,-23%,3%
N=c1oc2ccc(Cl)cc2cc1C(=O)NC1CCCCCC1,-16%,2.9%,-1%,-2.7,?,-2%,i,-2%,7%
CCc1nn(CC(=O)O)c(=O)c2ccccc12,3%,-0.7%,6%,-0.7,3%,12%,i,-9%,8%
Clc1cccc(-c2nnc(SC/C=C/c3ccccc3)n2Cc2ccco2)c1,?,-0.3%,-27%,-5.4,?,-24%,?,?,11%
O=C(COC(=O)Cc1ccc(-c2ccccc2)cc1)NCc1ccc(F)cc1,-8%,-1.2%,-14%,-2.7,-11%,-1%,i,-16%,3%
OC1CCN(c2ncnc3c2nnn3Cc2c(F)cccc2Cl)CC1,8%,2.1%,-11%,-0.4,-6%,0%,i,-5%,9%
c1ccc(-c2nnc3sc(-c4csc5c4CCCC5)nn23)cc1,3%,8.0%,-24%,-3.1,7%,-7%,i,?,6%
N#CC(C#N)=C1CCc2ccccc2N1,-4%,-0.7%,12%,-3.0,-17%,-2%,i,19%,7%
